Screening results (PubChem BioAssay)
GRIN3A LBD mod: modulates the human NR3A ligand-binding domain; Tm shift relative to glycine control, % at 25 µM; hit rate 2.5% among 340,000; NR3A LBD differential scanning fluorimetry, Tm shift; 0% = protein alone, 100% = glycine-bound protein;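 active = melting temperature shift of at least 10% of the positive control shift, at one fixed dose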
Gli-Sufu block: antagonists of Gli-Sufu signaling | Sufu-KO-LIGHT fibroblasts, Gli luciferase reporter luminescence | inhibition, % at 5 µM | hit rate 0.74% among 340,000;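 active = inhibition above about 55%, limit read from the data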;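 also: 0% = DMSO-treated cells and 100% = wells with medium but no cells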
APOBEC3A inh: inhibitors of human APOBEC3A DNA deaminase; hit rate 0.41% among 330,000; inhibition, % at 20 µM; recombinant A3A, FAM/TAMRA ssDNA deamination fluorescence; P31941;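 active = at least 40% inhibition at 20 µM here, with at most 30% in a related deaminase screen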;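 also: plate controls were A3A with DMSO for no effect and wells lacking A3A enzyme for full effect; some results filed as inactive read as strong as hits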
Target sequence (P31941 whole entry, looked up): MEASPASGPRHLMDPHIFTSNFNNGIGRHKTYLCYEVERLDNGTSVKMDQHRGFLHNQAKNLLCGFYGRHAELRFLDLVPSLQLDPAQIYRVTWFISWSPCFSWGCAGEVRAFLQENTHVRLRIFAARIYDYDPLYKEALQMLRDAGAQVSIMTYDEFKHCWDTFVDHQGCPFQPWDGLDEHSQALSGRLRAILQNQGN
CCR6 antagonist: blocks CCL20-driven beta-arrestin recruitment at human CCR6; P51684; CHO-K1 CCR6 PathHunter beta-arrestin, luminescence, CCL20-stimulated; inhibition, % at 20 µM; hit rate 0.49% among 340,000;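 active = compounds whose inhibition of the agonist-driven luminescence signal at 20 µM reaches about 50%, limit read from the data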;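 also: cells stimulated with CCL20 at 14 nM final; plate controls were DMSO with CCL20 for no effect and DMSO without agonist for full effect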
Target sequence (P51684 whole entry, looked up): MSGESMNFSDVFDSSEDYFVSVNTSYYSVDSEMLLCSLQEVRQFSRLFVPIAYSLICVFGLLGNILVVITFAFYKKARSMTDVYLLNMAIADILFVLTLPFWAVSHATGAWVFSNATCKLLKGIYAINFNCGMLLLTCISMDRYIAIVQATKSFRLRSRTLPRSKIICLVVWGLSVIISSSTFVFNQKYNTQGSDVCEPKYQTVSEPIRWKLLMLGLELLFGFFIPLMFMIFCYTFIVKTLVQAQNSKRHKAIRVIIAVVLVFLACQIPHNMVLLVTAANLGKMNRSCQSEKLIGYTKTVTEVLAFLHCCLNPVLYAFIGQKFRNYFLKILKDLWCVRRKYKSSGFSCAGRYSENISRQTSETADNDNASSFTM
APOBEC3G inh: inhibitors of human APOBEC3G DNA deaminase. Q9HC16. recombinant A3G, ssDNA deamination FAM/TAMRA fluorescence. inhibition, % at 20 µM. hit rate 0.28% among 330,000;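 active = inhibition of at least 40% at 20 µM, with no more than 30% in the related APOBEC3A deaminase screen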;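 also: plate controls were DMSO wells with A3G for no effect and wells lacking A3G enzyme for full effect; some compounds called inactive have numbers as strong as hits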
EBI2 block: blocks human EBI2 receptor beta-arrestin signaling; P32249; EBI2 beta-arrestin recruitment, luminescence, 7a,25-OHC stimulated; inhibition, % at 5 µM; hit rate 0.81% among 360,000; in the data active = inhibition above about 38%;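 also: enzyme fragment complementation signal reports receptor beta-arrestin coupling in cells; 0% = agonist plus DMSO wells and 100% = wells without agonist; some results beyond the cut were filed as inactive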
CXCR6 block: inhibitors of human CXCR6 receptor; O00574; AID 602244; CHO-K1 PathHunter CXCR6 beta-arrestin, luminescence; inhibition, % at 20 µM; hit rate 0.36% among 360,000; in the data active = inhibition above about 34%, passing the limit was not always enough;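 also: antagonist mode with CXCL16 agonist at 10 nM final; 0% = 10 nM CXCL16 with DMSO and 100% = unstimulated wells without agonist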
Target sequence (O00574 whole entry, looked up): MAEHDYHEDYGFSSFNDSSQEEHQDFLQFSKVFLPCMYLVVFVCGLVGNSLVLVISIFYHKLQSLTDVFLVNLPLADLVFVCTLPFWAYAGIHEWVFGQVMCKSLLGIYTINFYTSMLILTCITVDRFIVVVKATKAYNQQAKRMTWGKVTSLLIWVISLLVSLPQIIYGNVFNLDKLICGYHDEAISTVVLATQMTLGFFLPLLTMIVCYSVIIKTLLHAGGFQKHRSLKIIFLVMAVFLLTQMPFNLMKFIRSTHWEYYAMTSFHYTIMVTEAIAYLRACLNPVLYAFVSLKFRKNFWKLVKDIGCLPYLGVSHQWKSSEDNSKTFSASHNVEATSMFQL
MPTP inh: blocks calcium-induced mitochondrial swelling. isolated mouse mitochondria, Ca2+ swelling absorbance, 30 min. hit rate 1.4% among 360,000. inhibition, % at 10 µM;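 active = inhibition of 50% or more, scaled per plate between neutral and stimulator controls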;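 also: 0% = DMSO wells given calcium and 100% = 1 mM EGTA wells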
An asterisk follows results filed as active; . = no result given.

#1 CC1=C(C(=O)Nc2ccccn2)C(c2ccc(Br)cc2)n2ncnc2N1 (centres undefined)
#2 COCCCNCC(=O)c1c(N)n(Cc2ccccc2)c(=O)n(C)c1=O
#3 CC(c1ccco1)N(C(=O)Nc1ccc(Cl)cc1)c1ccccn1 (centres undefined)
#4 CCn1c(C)nc2cc(C(=O)NNS(=O)(=O)c3ccccc3F)ccc21
#5 COCC(=O)N(C)c1nnc(-c2ccc([N+](=O)[O-])cc2)s1
#6 CCOC(=O)C1CCN(C(=O)Cc2c(C(=O)O)[nH]c3ccccc23)CC1
#7 O=C(NN1C(=O)NC2(CCCCC2)C1=O)c1cccs1
#8 c1ccc(-c2nnnc3ccccc23)cc1
screen / no.	1	2	3	4	5	6	7	8
GRIN3A LBD mod	-2	2	10*	0	0	-2	1	1
Gli-Sufu block	2	28	12	3	-30	4	.	4
APOBEC3A inh	3	1	2	1	-1	1	-1	3
CCR6 antagonist	-12	5	15	-1	-14	-7	6	6
APOBEC3G inh	3	-1	-2	-7	-3	1	-3	-5
EBI2 block	2	8	9	-6	0	-24	-11	-4
CXCR6 block	-4	8	-13	-3	-4	2	-5	-1
MPTP inh	0.8	0.4	85*	-2.3	-2.5	0.3	0.1	0.4

Profiles, looked up by structure.
CCOC(=O)C1CCN(C(=O)Cc2c(C(=O)O)[nH]c3ccccc23)CC1 is listed as GRIN3A LBD mod: -2; Gli-Sufu block: 4; APOBEC3A inh: 1; CCR6 antagonist: -7; APOBEC3G inh: 1; EBI2 block: -24; CXCR6 block: 2; MPTP inh: 0.3
c1ccc(-c2nnnc3ccccc23)cc1 is listed as GRIN3A LBD mod: 1; Gli-Sufu block: 4; APOBEC3A inh: 3; CCR6 antagonist: 6; APOBEC3G inh: -5; EBI2 block: -4; CXCR6 block: -1; MPTP inh: 0.4

(further entries)
#9 CN(CCCC(=O)Nc1ccc(OC(F)F)cc1)S(=O)(=O)c1ccc(F)cc1
#10 O=C(/C=C/c1cccs1)NNC(=O)c1cccc([N+](=O)[O-])c1
#11 CCOC(=O)Cn1cc(/C=C(/C#N)C(=O)NC(C)C)c2ccccc21
#12 O=C1CN(C(=O)c2ccccn2)c2ccccc2N1
#13 CO/C=C/C#CC1(O)CCN(C)CC1
#14 COC(=O)C1CCN(C(=O)Cn2nnc(-c3ccccc3)n2)CC1
#15 CC(=O)c1ccc(NC(=O)COC(=O)C2CC3C=CC2C3)cc1 (centres undefined)
#16 CCN(C(=O)CN1CCOCC1)C1(C)C(=O)c2ccccc2C1=O
screen / no.	9	10	11	12	13	14	15	16
GRIN3A LBD mod	0	1	-2	0	0	1	2	0
Gli-Sufu block	-16	-8	-5	-1	1	-6	-2	-7
APOBEC3A inh	3	4	-3	1	-1	14	-3	6
CCR6 antagonist	1	18	4	14	8	6	15	2
APOBEC3G inh	-3	-2	-7	0	0	-3	-5	-1
EBI2 block	7	0	3	-2	0	1	-16	-15
CXCR6 block	-10	5	-1	-7	-8	-2	9	-9
MPTP inh	-1.6	-0.5	0.3	2.5	0.0	-0.9	0.3	1.3

#17 O=C(Nc1ccc(N2CCN(C(=O)c3ccc(Cl)cc3)CC2)cc1)c1ccc2c(c1)OCCO2
#18 O=C1CN(S(=O)(=O)c2ccc(Cl)cc2C(F)(F)F)CCN1
#19 Fc1ccc(OCc2nc(-c3ccncc3)n[nH]2)cc1
#20 COc1cc(OC)c2c(=O)cc(-c3cccnc3)oc2c1
#21 CCOC(=O)C1CCCN(C(=O)COc2ccc(S(=O)(=O)N(CC)c3ccccc3)cc2)C1 (centres undefined)
#22 Nc1nc(SCC(=O)N2CCCC2)[nH]c(=O)c1NC(=O)c1cccs1
#23 O=C(O)c1ccccc1SCc1csc(-c2ccccc2)n1
#24 CCN1CCN(C(=O)C(=O)c2cn(CC(=O)N(CC)CC)c3ccccc23)CC1
screen / no.	17	18	19	20	21	22	23	24
GRIN3A LBD mod	-3	2	-1	-1	1	2	-1	0
Gli-Sufu block	36	7	0	-13	4	-1	-1	-2
APOBEC3A inh	0	7	3	.	-4	0	-3	-2
CCR6 antagonist	-24	-6	-2	-24	3	-9	9	-2
APOBEC3G inh	0	21	-5	.	-3	-3	13	-3
EBI2 block	19	-1	-1	-2	4	-9	2	-7
CXCR6 block	-6	-4	3	2	-4	-5	-17	6
MPTP inh	-1.1	-0.6	-2.8	-0.7	0.0	0.4	-1.5	-0.1

#25 O=[N+]([O-])c1cc(S(=O)(=O)C(F)(F)F)ccc1NCC1CCCO1 (centres undefined)
#26 O=C(NC(=S)N(CCO)Cc1ccccc1)c1ccc(S(=O)(=O)N2CCCC2)cc1
#27 COc1cc(C(=O)OCC2CC(c3ccccc3)=NO2)cc(OC)c1OC (centres undefined)
#28 CCC(C)(C)n1nnnc1C(c1ccc(N(C)C)cc1)N1CCN(C2CCCCC2)CC1 (centres undefined)
#29 CCN(CC(=O)Nc1ccc(N2CCOCC2)cc1)CC(=O)NC(C)(C)C
#30 COc1ccc(OCCC(=O)OCC(=O)c2ccc[nH]2)cc1
#31 CCC(=O)Nc1ccc(C(=O)CSc2nnc(-c3cccnc3)o2)cc1
#32 Cc1ccc(S(=O)(=O)NC(=O)Nc2nc(-c3ccc(F)c(F)c3)cs2)cc1
screen / no.	25	26	27	28	29	30	31	32
GRIN3A LBD mod	3	1	-1	-1	-2	0	-1	2
Gli-Sufu block	19	0	-6	1	-5	0	0	-5
APOBEC3A inh	-3	-6	-11	.	0	2	-2	6
CCR6 antagonist	9	10	8	11	2	-1	5	-8
APOBEC3G inh	-9	-4	-6	.	2	-4	1	-1
EBI2 block	2	-3	9	-13	-11	12	1	-2
CXCR6 block	-2	5	-2	0	5	-3	1	-11
MPTP inh	-0.5	-1.7	1.3	-0.6	0.6	-0.5	0.5	3.4

Filtered by structure, those above containing a nitro group on carbon.
#5 COCC(=O)N(C)c1nnc(-c2ccc([N+](=O)[O-])cc2)s1
#10 O=C(/C=C/c1cccs1)NNC(=O)c1cccc([N+](=O)[O-])c1
#25 O=[N+]([O-])c1cc(S(=O)(=O)C(F)(F)F)ccc1NCC1CCCO1 (centres undefined)
screen / no.	5	10	25
GRIN3A LBD mod	0	1	3
Gli-Sufu block	-30	-8	19
APOBEC3A inh	-1	4	-3
CCR6 antagonist	-14	18	9
APOBEC3G inh	-3	-2	-9
EBI2 block	0	0	2
CXCR6 block	-4	5	-2
MPTP inh	-2.5	-0.5	-0.5

The results go on:
#33 CCOc1ccc(-n2c(Cc3cc(=O)[nH]c(=O)[nH]3)nnc2SCC)cc1
#34 CCN(CC)C(=O)Oc1ccccc1NC(C)=O
#35 COc1ccc(NC(=O)C23CC4CC(C2)CC(n2cnc(Br)n2)(C4)C3)c(OC)c1
#36 C#CC(C)(C)NC(=O)c1sccc1Oc1ccc(F)cc1[N+](=O)[O-]
#37 Cc1ccc2c(Cl)c(C(=O)NCc3cccnc3)sc2c1
#38 COc1ccc2cc(C(=O)C3CCCN(Cc4cnc(C)s4)C3)ccc2c1 (centres undefined)
#39 CCCNC(=O)CS(=O)(=O)c1ccccc1
#40 N#Cc1ccccc1CSc1nnc(Cc2ccccc2)o1
screen / no.	33	34	35	36	37	38	39	40
GRIN3A LBD mod	-2	0	-10	-2	-1	-5	1	-11
Gli-Sufu block	-3	3	-4	6	-3	32	-4	-57
APOBEC3A inh	-1	4	2	1	1	0	4	-1
CCR6 antagonist	-10	2	6	-14	2	-2	-7	15
APOBEC3G inh	-7	-2	0	-3	-3	-4	-3	-5
EBI2 block	-4	4	4	0	8	11	-5	-2
CXCR6 block	-1	-2	2	0	0	-15	-5	3
MPTP inh	2.2	-0.5	-0.7	-0.9	5.2	-0.3	0.2	1.0

#41 CCOc1cc(/C=N/NC(=O)c2cc(-c3ccccc3)nc3ccccc23)ccc1O
#42 CCN=C1SC(C(=O)Nc2ccc(Cl)c(Cl)c2)CC(=O)N1CC (centres undefined)
#43 CCSC1=C(C#N)C2(CCCCC2)C(C#N)=C(N)N1
#44 Cc1cc(OC(C)C(=O)N(Cc2ccco2)C2CCS(=O)(=O)C2)ccc1Cl (centres undefined)
#45 O=C(CNCc1cccs1)Nc1ccc(OC(F)(F)F)cc1
#46 N#Cc1c(-c2ccccc2Cl)c2c([nH]c1=O)-c1ccccc1OC2
#47 CN(C)S(=O)(=O)c1cccc(C(=O)N2CCN(Cc3ccccc3)CC2)c1
#48 CCN(CC)CCNC(=O)c1cc2c(=O)n(C)c3ccccc3c2n1C
screen / no.	41	42	43	44	45	46	47	48
GRIN3A LBD mod	3	-1	-14	-3	-4	-1	-1	-1
Gli-Sufu block	2	-5	-9	19	-27	5	0	-2
APOBEC3A inh	-6	-10	-5	2	-7	-3	-5	3
CCR6 antagonist	20	-9	-22	3	9	-9	12	-6
APOBEC3G inh	-5	-10	-8	-8	-6	-8	-4	3
EBI2 block	14	-3	2	-1	3	-9	-6	-3
CXCR6 block	-2	6	-13	-1	-6	-11	-11	1
MPTP inh	1.0	0.4	-0.2	-1.2	0.4	13	0.6	-1.3

#49 Cc1noc(NS(=O)(=O)c2ccc(N/C=C\C(=O)c3cccs3)cc2)c1C
#50 Cc1ccc(Sc2ccc(C(=O)N3CCOCC3)cc2[N+](=O)[O-])cc1
#51 O=C1CCCCC1Nc1ccc2ccccc2c1 (centres undefined)
#52 Cc1oc2c(C)c3oc(=O)c(CC(=O)N[C@@H](CC(C)C)C(=O)N[C@@H](Cc4ccccc4)C(=O)O)c(C)c3cc2c1C
#53 O=C(NCCNC(=O)c1cc(Cl)ccc1Cl)c1ccccn1
#54 Nc1cc(N)cc(C(=O)OCC(=O)Nc2cc(S(=O)(=O)N3CCCCC3)ccc2Cl)c1
#55 O=C(O)Cc1ccc(NS(=O)(=O)c2ccc3ccccc3c2)cc1
#56 COc1cc(CNn2cnnc2)ccc1OCC(=O)NC(C)(C)C
screen / no.	49	50	51	52	53	54	55	56
GRIN3A LBD mod	-13	4	2	-10	-1	-3	0	1
Gli-Sufu block	0	11	-15	3	-8	0	1	-4
APOBEC3A inh	-4	-4	.	2	-2	0	-2	-2
CCR6 antagonist	14	7	16	2	-1	12	7	-30
APOBEC3G inh	-13	-12	.	-5	-4	-6	-5	-4
EBI2 block	-1	-9	11	4	1	-4	-1	11
CXCR6 block	8	-5	-5	-5	-1	-1	-4	6
MPTP inh	-2.0	0.7	6.8	0.9	0.0	0.6	0.0	-13

#57 COc1ccc([N+](=O)[O-])cc1NC(=O)C(C)OC(=O)c1ccccc1C(=O)c1ccc(Cl)cc1 (centres undefined)
#58 COCCn1nnnc1CN(CCc1ccc(OC)c(OC)c1)Cc1cc2ccc(C)cc2[nH]c1=O
#59 O=C(NC1CCCCCCC1)c1cccnc1
#60 O=C(c1ccc(-c2ccccc2)c(F)c1)C1CCCN(CCCn2cccn2)C1 (centres undefined)
screen / no.	57	58	59	60
GRIN3A LBD mod	-8	-2	-2	0
Gli-Sufu block	0	0	-15	16
APOBEC3A inh	4	-3	-5	-7
CCR6 antagonist	23	10	-12	13
APOBEC3G inh	-4	-4	-10	2
EBI2 block	24	-11	3	-6
CXCR6 block	6	-2	-2	-8
MPTP inh	22	-4.3	0.2	2.2

Among those listed so far, these contain a tert-butyl group:
#29 CCN(CC(=O)Nc1ccc(N2CCOCC2)cc1)CC(=O)NC(C)(C)C
#56 COc1cc(CNn2cnnc2)ccc1OCC(=O)NC(C)(C)C
screen / no.	29	56
GRIN3A LBD mod	-2	1
Gli-Sufu block	-5	-4
APOBEC3A inh	0	-2
CCR6 antagonist	2	-30
APOBEC3G inh	2	-4
EBI2 block	-11	11
CXCR6 block	5	6
MPTP inh	0.6	-13
